D1 antag = antagonists of human D1 dopamine receptor | HEK293 TREx D1 cells, calcium flux, dopamine EC80; stronger effect = lower value | activity change, negative = inhibition, % at 10 µM | P21728 | 360,000 compounds, 3.2% hits; in the data active means activity change below about -30%; further: on the % scale 0 is the no-effect control and ±100 the full control effect
Target sequence (P21728 whole entry, looked up): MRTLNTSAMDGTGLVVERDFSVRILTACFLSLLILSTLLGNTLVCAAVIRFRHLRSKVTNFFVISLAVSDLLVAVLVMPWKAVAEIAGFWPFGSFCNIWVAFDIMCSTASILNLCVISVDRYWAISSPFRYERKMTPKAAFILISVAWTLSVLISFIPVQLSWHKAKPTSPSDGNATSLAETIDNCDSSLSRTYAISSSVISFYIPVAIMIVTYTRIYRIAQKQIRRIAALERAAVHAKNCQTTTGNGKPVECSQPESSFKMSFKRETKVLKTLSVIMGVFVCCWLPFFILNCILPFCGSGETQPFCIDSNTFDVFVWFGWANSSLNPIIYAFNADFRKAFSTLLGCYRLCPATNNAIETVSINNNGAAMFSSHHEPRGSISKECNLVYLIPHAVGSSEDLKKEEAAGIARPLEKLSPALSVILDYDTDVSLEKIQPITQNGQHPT
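Compound effects on dopamine-evoked calcium signalling were measured in tetracycline-induced HEK293 Trex D1 cells. Dopamine at EC80 followed a 180 s compound pre-read, and fluorescence was tracked kinetically for 180 s more.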
D2 antag = antagonists of human D2 dopamine receptor; P14416; HEK293 TREx D2 cells, calcium flux, dopamine EC80; inhibition, % at 10 µM; 340,000 compounds, 2% hits; in the data active means inhibition above about 30%; further: 0% is about no effect
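Cells plated overnight at 30 C with tetracycline; no-wash calcium dye, 30–90 min RT; 10 s baseline; compound pinned; 180 s read; EC80 dopamine added; another 180 s read.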
TRHR PAM = TRH receptor (human) allosteric enhancement. enhancement, % at 2 µM. P34981. TRHR cells, fluo-8 calcium fluorescence, EC20 TRH enhancement. AID 493056. 360,000 compounds, 0.66% hits; in the data active means enhancement above about 30%; further: 0% is about no effect
Target sequence (P34981 whole entry, looked up): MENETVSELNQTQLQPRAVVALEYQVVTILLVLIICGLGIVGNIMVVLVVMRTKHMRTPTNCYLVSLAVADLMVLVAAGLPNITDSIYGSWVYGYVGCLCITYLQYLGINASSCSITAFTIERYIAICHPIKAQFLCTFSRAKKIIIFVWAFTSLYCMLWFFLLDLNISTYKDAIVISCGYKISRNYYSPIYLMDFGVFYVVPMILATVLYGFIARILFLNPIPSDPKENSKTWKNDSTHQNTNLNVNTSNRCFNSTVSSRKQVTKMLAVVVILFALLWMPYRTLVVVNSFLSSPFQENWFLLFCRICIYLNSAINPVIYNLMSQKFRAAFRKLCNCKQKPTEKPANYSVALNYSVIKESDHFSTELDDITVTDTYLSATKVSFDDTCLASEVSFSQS
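TRHR-expressing cells loaded with fluo-8 calcium dye were read kinetically (ex 480/em 530) during compound addition, then stimulated with an EC20 of TRH (10 nM final). Enhancement of the Gq-mediated intracellular calcium response was scored.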
D1 ag = agonists of human D1 dopamine receptor | P21728 | HEK293 T-REx D1 cells, calcium flux, agonist mode | activation, % at 2 µM | 360,000 compounds, 1% hits | AID 504660; further: 0% is about no effect
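Tetracycline-induced HEK293 TREx D1 cells, force-coupled to calcium signalling, were dye-loaded with a no-wash calcium kit. Compound was pin-added after a 10 s baseline. Fluorescence was read kinetically at 1 cycle/s for 180 s, with calcium rises flagged as agonism.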
D2 agonist = activates the human D2 dopamine receptor | activation, % at 2 µM | 340,000 compounds, 0.53% hits | P14416 | HEK293 T-REx D2 cells, calcium flux agonist mode;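 active means activation over 3 SD above normal in the single-dose calcium agonist read, cut at about 30% in these data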; further: 0% is about no effect
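Agonism scored from kinetic calcium signal (1 read/sec, 180 s) following compound pin transfer, after a 10 s baseline. Cells: HEK293 Trex line expressing inducible D2 receptor coupled to calcium, dye-loaded after overnight culture at 30 C.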
D1 PAM = human D1 dopamine receptor positive modulation; P21728; HEK293 TREx D1 cells, calcium flux, dopamine EC20 potentiation; potentiation, % at 10 µM; 360,000 compounds, 0.036% hits; AID 504651; in the data active means potentiation above about 30%; further: 0% is about no effect
TRHR ag = agonists of human TRH receptor | TRHR cells, calcium flux fluo-8, FDSS agonist mode | P34981 | activation, % at 2 µM | AID 493084 | 360,000 compounds, 0.18% hits; further: 0% is about no effect
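Read-out: compound-evoked intracellular calcium rise in TRHR cells, fluo-8 dye, kinetic FDSS fluorescence at 1 s/cycle following a 10-cycle baseline. Cells cultured overnight before dye loading (30 min–1.5 h, RT).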
RXFP1 antagonist = blocks the human relaxin receptor RXFP1; Q9HBX9; HEK293-RXFP1, relaxin-stimulated cAMP HTRF, 30 min; stronger effect = lower value; activity change, negative = inhibition, % at 57.5 µM; 350,000 compounds, 0.59% hits; AID 1259400;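 active means activity change of -60% or lower, but not beyond a set lower limit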; further: on the % scale 0 is the no-effect control and ±100 the full control effect
D2 PAM = positive allosteric modulators of human D2 dopamine receptor; HEK293 T-REx D2, calcium flux, EC20 dopamine potentiation; P14416; potentiation, % at 10 µM; 340,000 compounds, 0.34% hits;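 active means potentiation over 3 SD above the plate norm, cut at about 30% in these data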; further: 0% is about no effect
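Tetracycline-induced HEK293 T-REx cells force-coupled to calcium signalling expressed D2; compounds were pin-added after a 10 s baseline, read kinetically 180 s, then an EC20 dopamine challenge followed with a further 180 s calcium read.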
* marks the source's active call; other numbers are inactive results; · = not tested or not shown; & = joins results of further samples. Unless noted, no stated cut-off is given here; in the data, active means activation above about 30%; inactive means the rest.

SMILES	D1 antag	D1 PAM	TRHR ag	D1 ag	D2 agonist	D2 PAM	D2 antag	RXFP1 antagonist	TRHR PAM
CCN(C(=O)c1cnc(OC)cc1C(F)(F)F)c1ccc(Cl)cc1Cl	1.8	-1.0	10.0	8.3	-0.7	6.2	16.3	-20.0	-3.3
NC(=O)c1nsc(C(=O)N(Cc2ccco2)C(C(=O)NCC2CCCO2)c2ccc(O)cc2)c1N (configuration not stated)	10.3	-3.6	0.2	1.8	0.7	1.5	-18.0	-3.6	3.1
Cc1ccc(C(=O)NCC(=O)Nc2ccccc2C(F)(F)F)cc1	-0.2	-5.4	0.3	1.0	-1.3	20.9	-6.5	·	-1.1
O=C(c1ccc([N+](=O)[O-])cc1)N1CCN(C(=O)c2ccco2)CC1	0.9	8.8	-0.1	4.1	-1.2	2.7	-13.1	0.9	0.7
O=C(CNC(=O)c1ccccc1F)Nc1ccccc1C(F)(F)F	-16.7	-5.6	0.1	0.0	1.3	-6.2	-3.8	-7.5	2.2
CCCn1c(SCC(=O)N2CCCCC2)nnc1C(C)C	7.1	-1.9	32.0*	3.6	-0.2	11.3	-9.7	-6.4	-5.3
O=C(O)c1ccc(CNCc2ccccc2F)cc1	17.9	0.1	0.9	2.7	1.3	-4.5	-2.1	-1.3	-0.4
CN(C(=O)c1ccccc1Cl)c1ccccc1C(=O)NCCc1ccccc1	-18.9	-0.2	0.0	5.0	0.4	0.6	20.6	-4.3	-5.7
CC(C)CCN(N=O)[C@@H](Cc1ccccc1)CN(N=O)[C@@H](Cc1ccccc1)CN(C)N=O	-8.4	-1.0	0.4	-0.5	0.8	-1.1	1.9	·	-10.3
OCCN(CCO)Cc1ccc(Br)cc1	5.2	-2.8	0.5	-0.1	0.1	3.6	-13.5	-3.4	9.3
CCc1ccc(OC(=O)c2cccnc2)cc1	-0.1	3.5	-0.9	-0.4	-1.8	2.1	32.1*	12.9	0.2
CC(=O)c1ccc(NC(=O)C2CCN(S(=O)(=O)c3ccc4c(c3)N(C(C)=O)CCO4)CC2)cc1	-16.6	-0.8	0.0	1.7	-0.3	-5.0	4.5	-13.6	0.1
COc1ccc(CCNC(=O)C/C(C)=N/NC(=O)Cc2cccc3ccccc23)cc1OC	0.5	6.2	-0.9	-0.3	0.0	-0.4	3.9	-11.8	-2.8
O=C(N/N=C/C(Br)=C\c1ccccc1)c1n[nH]c2c1CCC2	7.1	-2.1	-0.5	1.1	-0.4	-3.2	-5.5	-1.0	3.6
COCCn1c(C)cc(C(=O)COC(=O)c2ccc(Cl)c(S(N)(=O)=O)c2)c1C	0.2	-1.1	2.9	4.1	·	·	·	-5.6	9.2
NC(=O)[C@@H]1CCCNc2c(I)cc([N+](=O)[O-])cc2C(=O)N[C@@H](CCCN=C(N)N)C(=O)N[C@@H](CCCN=C(N)N)C(=O)N1	-38.7*	-4.4	0.0	-0.3	-0.2	-4.1	-20.5	·	10.3
COc1ccc(S(=O)(=O)NCC2CCCO2)cc1NC(=O)c1ccccc1 (configuration not stated)	-1.5	-4.8	-0.1	4.2	-0.1	5.6	-16.5	-7.2	-4.6
O=C(NCCNC(=O)c1cc(OCC(F)(F)F)ccc1OCC(F)(F)F)Nc1ccc(OC(F)(F)F)cc1	1.6	-5.4	-0.2	0.9	0.8	12.7	-26.9	-10.6	6.6
CC(C)Cn1cnc2c1c(=O)n(CC(=O)NC(=O)NC(C)(C)C)c(=O)n2Cc1ccccc1	16.2	0.1	-0.2	-1.9	0.1	31.1*	13.5	-14.2	-0.5
CC(C)NS(=O)(=O)c1ccc(Oc2ncc(C(F)(F)F)cc2Cl)cc1	-26.3	-6.9	0.7	21.6	1.1	0.2	-16.7	-10.0	-2.2
O=C(NNC(=O)C1CCN(C(=O)Nc2ccccc2)CC1)c1ccc([N+](=O)[O-])cc1	-3.3	-0.3	-0.1	2.0	0.5	4.2	-4.1	7.2	0.0
O=C1CCc2cc(S(=O)(=O)NCCC(=O)N3CCN(c4cccc(Cl)c4)CC3)ccc2N1	21.2	-0.8	-0.2	-2.3	-0.1	-9.9	-0.4	-9.0	-0.7
Cc1cc(N/C=C2\CCCCC2=O)no1	-4.7	3.0	0.5	0.0	0.5	-2.4	0.2	12.4	0.5
CN(C)/C=C/c1[nH]c(=O)[nH]c(=O)c1[N+](=O)[O-]	6.2	-2.5	1.0	4.5	1.1	12.9	14.5	10.4	1.0
COc1ccc(N2CC(NC(=O)NC(C)(C)C)CC2=O)cc1 (configuration not stated)	2.4	-1.4	0.4	-0.8	1.1	10.2	-8.1	15.6	-0.2
CN(C)c1cccc(NC(=O)c2ccco2)c1	15.0	1.1	-0.6	1.8	0.3	2.1	-2.6	-15.0	-0.6
CCN(c1cccc(C)c1)S(=O)(=O)c1csc(C(N)=O)c1	-18.4	-9.0	-0.2	1.2	0.2	4.6	-1.9	-3.6	3.6
CCOC(=O)C1=NNC2(CC(=O)N(c3cc(C)cc(C)c3)C2=O)C1 (configuration not stated)	7.3	2.7	-0.1	2.7	0.2	-3.0	6.0	-20.0	1.2
CCc1ccc(OCC(O)CN2CCN(c3ccccc3)CC2)cc1 (configuration not stated)	-13.7	-6.8	-0.2	0.8	74.1*	-13.2	109.5*	-37.0&-21.6	-12.2
Cn1c(=O)[nH]c2cc(-c3noc(-c4cccc(Cl)c4)n3)ccc21	-2.7	-3.2	0.8	0.5	1.4	3.5	·	·	5.5
COc1ccc(-c2c(-c3cc(OC)cc(OC)c3)n(C)c3ccc(-c4ccc(OC)cc4F)cc23)cc1	·	5.1	0.5	-2.1	-0.1	4.9	1.6	·	0.1
CC(OC(=O)CN1C(=O)c2ccccc2C1=O)C(=O)NCc1ccccc1 (configuration not stated)	4.1	-4.3	0.1	1.2	0.1	-15.4	5.4	-7.7	-3.8
O=C(O)C1CCC(=O)N(C2CCCCC2)C1c1ccccc1 (configuration not stated)	6.2	-2.9	1.0	1.9	0.9	-6.2	7.4	-6.0	2.3
O=C(COc1ccccc1Cl)Nc1ccc2[nH]c(=O)[nH]c2c1	7.9	0.4	1.3	1.2	0.7	-0.1	-16.8	-22.0	8.6
COc1ccc(CCNC(=O)COC(=O)c2ccc(Br)o2)cc1OC	-14.6	-1.0	0.1	-1.9	0.2	5.3	9.9	-6.7	0.6
Cc1cccc(NC(=O)CSc2nnc(C)c(=O)n2N)c1	10.7	-0.5	-0.1	2.2	-0.5	-2.0	1.8	-6.1	-4.6
O=C(Nc1nc2ccc(Cl)cc2s1)c1ccco1	2.5	-3.2	0.4	0.2	0.5	-0.5	5.1	2.5	-8.1
CC(=O)Nc1ccc(S(=O)(=O)Nc2nnc(Cc3ccc(Cl)cc3)s2)cc1	1.9	1.4	-0.8	-0.6	-0.5	-5.7	-18.5	3.4	-1.8
O=C(Nn1c(-c2ccc(F)cc2)nc2ccccc2c1=O)C1CCCCC1	-11.7	-1.1	0.7	1.8	0.8	-0.2	-6.6	-5.3	5.1
O=C(Cn1cc(/C=N/O)c2ccccc21)N1CCOCC1	-2.3	-3.5	0.1	2.2	0.9	-5.3	39.2*	-3.9	-3.5
Cn1ccnc1C(=O)C1CCCN(Cc2cn[nH]c2-c2ccc(-c3ccccc3)cc2)C1 (configuration not stated)	-15.9	-5.0	-0.3	8.0	-1.6	0.3	0.4	-37.5	0.3
CCOC(=O)c1c(C)[nH]c(C(=O)CSc2nnc(CC(C)c3ccccc3)o2)c1C (configuration not stated)	2.7	0.1	0.8	0.2	0.1	3.7	4.2	-2.2	2.9
Cc1oc(-c2ccc(C(=O)Nc3cccc(C(F)(F)F)c3)cc2)nc1CSc1ccccc1	-10.9	-3.0	2.8	12.8	3.7	-6.5	·	-5.2	-0.4
Cc1ccc(NS(=O)(=O)c2ccc(CCC(=O)O)cc2)cc1	1.0	1.9	0.2	3.2	0.8	1.7	1.7	15.0	4.9
CC(C)CC(c1nnnn1CC1CCCO1)N1CCN(c2cccc(Cl)c2)CC1 (configuration not stated)	-1.2	0.3	0.4	-0.7	·	·	·	-1.0	2.4
CCOc1ccccc1CNCc1ccc(F)cc1	-31.1*	0.1	0.9	4.0	-0.2	-1.9	-8.9	-17.1	-2.1
CCOc1ccc(NC(=O)c2ccc(S(=O)(=O)N(C)C)cc2)cc1	6.5	-9.8	0.4	2.5	1.3	6.1	-1.6	·	1.0
Cc1ccc(N(C(=O)c2ccco2)C(C(=O)NC2CCCC2)c2ccco2)c(C)c1 (configuration not stated)	1.0	-7.0	0.5	9.0	-1.3	-10.3	3.9	-5.8	-11.9
Cc1cc(C)n2cc(CSc3ccc(Br)cc3)nc2n1	-2.1	4.7	-1.9	2.9	1.7	0.3	8.0	17.7	-0.9
CCc1ccccc1NC(=O)CSc1nnc([C@H](CCSC)NC(=O)OC(C)(C)C)o1	-0.8	-5.7	-0.8	5.7	0.2	5.7	-16.8	14.3	9.9

3 successive compounds out of the list so far:
SMILES	D1 antag	D1 PAM	TRHR ag	D1 ag	D2 agonist	D2 PAM	D2 antag	RXFP1 antagonist	TRHR PAM
CCN(C(=O)c1cnc(OC)cc1C(F)(F)F)c1ccc(Cl)cc1Cl	1.8	-1.0	10.0	8.3	-0.7	6.2	16.3	-20.0	-3.3
NC(=O)c1nsc(C(=O)N(Cc2ccco2)C(C(=O)NCC2CCCO2)c2ccc(O)cc2)c1N (configuration not stated)	10.3	-3.6	0.2	1.8	0.7	1.5	-18.0	-3.6	3.1
Cc1ccc(C(=O)NCC(=O)Nc2ccccc2C(F)(F)F)cc1	-0.2	-5.4	0.3	1.0	-1.3	20.9	-6.5	·	-1.1

Next results
SMILES	D1 antag	D1 PAM	TRHR ag	D1 ag	D2 agonist	D2 PAM	D2 antag	RXFP1 antagonist	TRHR PAM
CN1C(=O)Cc2cc(S(=O)(=O)N3CCOCC3)ccc21	-9.5	3.0	1.0	1.7	-0.5	1.1	-1.0	-5.9	4.2
C=CCn1c(-c2cccc(OCC)c2)n[nH]c1=S	2.1	-3.7	2.1	0.4	0.3	2.7	-8.6	-9.6	-7.9
CN(C)c1cccc(C(=O)NCc2ccccc2)c1	-17.3	-4.0	-0.2	1.3	-2.5	2.5	-7.0	-0.7	-0.3
Nc1cc([N+](=O)[O-])cc2oc(-c3ccccc3)cc12	-12.8	0.0	3.9	18.4	1.9	-7.7	-4.5	7.7	-15.7
CCOC(=O)c1nnn(-c2nonc2N)c1-c1ccc(C)cc1	-15.4	-2.6	-0.4	0.8	-0.5	2.9	-6.8	13.5	3.4

D2 PAM: hit marks shown above
structure,D1 antag,D1 PAM,TRHR ag,D1 ag,D2 PAM,D2 antag,RXFP1 antagonist,TRHR PAM
CC(C)Cn1cnc2c1c(=O)n(CC(=O)NC(=O)NC(C)(C)C)c(=O)n2Cc1ccccc1,16.2,0.1,-0.2,-1.9,31.1*,13.5,-14.2,-0.5

Bioassay records from PubChem BioAssay.
